Assay outcomes from PubChem BioAssay.
ALOX12 inhib: qHTS Assay for Inhibitors of 12-hLO (12-human lipoxygenase); Potency, µM (top dose mostly 57.1 µM), without a hit: at the top dose activity change, negative = inhibition, most hits filed as inhibitors; 150,000 compounds, 0.12% hits; Polyunsaturated fatty acid lipoxygenase ALOX12 (Homo sapiens), P18054; AID 1452, 2008; purified 12-hLO, xylenol orange hydroperoxide absorbance; also: potency is read from the fitted curve at half-maximal effect; nearly all actives have a fitted effect of over 55% in size; many of its hits are not listed in these tables
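150 nM 12hLO, 25 mM Hepes pH 7.0 + 0.01% Triton X-100; cpd preinc 15 min RT; 40 uM arachidonic acid, 30 min RT; Fe-XO 30 min; A573/A405 ratio as read-out.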
IMPase inh: qHTS Assay for Identifying the Cell-Membrane Permeable IMPase Inhibitors; Inositol monophosphatase 1 (Rattus norvegicus), P97697; CHO-M1 cells, IP1 accumulation, HTRF TR-FRET ratio; inhibition (IP1 accumulation), % at 46.1 µM; 120,000 tested, under 10 active; active = well fitted curve in the direction sought with a large enough effect in the signal ratio, not every such curve was filed as active; inconclusive = small, poorly fitted or top-dose-only effect, or a change in a side signal; inactive = no such curve, though single readings can be large or run the other way; the % refers to the signal ratio;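 also: cells stimulated with carbachol in lithium chloride buffer; plate controls were DMSO basal wells for no effect and reference inhibitor wells for full effect; higher means more IMPase inhibition seen as more IP1 and lower FRET ratio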
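The IP-One HTRF competitive assay in carbachol-stimulated CHO-M1 cells quantifies cellular IP1. Compounds spanned up to 46 uM final, and activity is expressed as AC50 from concentration-response fits of the ratio and donor data.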
ALOX15B inhib: qHTS Assay for Inhibitors of 15-hLO-2 (15-human lipoxygenase 2). 110,000 compounds, 0.56% hits. Polyunsaturated fatty acid lipoxygenase ALOX15B (Homo sapiens), O15296. Potency, µM (highest dose often 57.1 µM), inactives show at the top dose activity change, negative = inhibition, usual class: inhibitors. purified 15hLO-2, xylenol orange hydroperoxide absorbance; also: potency is read from the fitted curve at half-maximal effect; nearly all actives have a fitted effect of over 60% in size; many of its hits are not listed in these tables
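Purified human 15hLO-2 (50 nM) preincubated 15 min with compound, then 45 uM arachidonic acid for 90 min at RT in 25 mM Hepes pH 7.5, 0.01% Triton X-100. Hydroperoxide detected by Fe-xylenol orange; 573/405 nm absorbance ratio.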
PNC inhibitor: High Content Assay for Compounds that inhibit the Assembly of the Perinucleolar Compartment | PC3M PTB-GFP, PNC prevalence imaging, 16 h; active compounds read low | 140,000 compounds, 3.1% hits | activity change (PNC), negative = inhibition, % at 10 µM | AID 2417, 2010;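 active = readout at or below -70, meaning at least 70% loss of cells showing the perinucleolar compartment, a nuclear body marking cancer cells; inconclusive = readout between -30 and a set limit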;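 also: plate controls were DMSO wells for no effect and camptothecin positive control wells for full effect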
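Read-out is percentage of cells bearing a perinucleolar compartment, from automated 20x imaging of fixed, Hoechst-stained PC3M PTB-GFP cells. Cells were seeded 4 h, then exposed 16 h to compound (23 nl of library stock) in duplicate plates.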
Numbers without * were called inactive; ? = inconclusive; . = not tested or not shown; & = joins results of further samples; [ ] = remark or other dose. Unless noted, calls follow the shape of the dose curve; as a rule, active = well fitted curve in the direction sought with a large enough effect; inconclusive = small, poorly fitted or top-dose-only effect, or another doubt; inactive = no such curve, though single readings can be large; an effect the other way counts as inactive or inconclusive. Unless noted, % is scaled to controls: 0 for no effect and ±100 for the full control effect.

Values run as follows: ALOX12 inhib | IMPase inh | ALOX15B inhib | PNC inhibitor
Cc1nn(-c2ccc(Cl)cc2)c(Cl)c1/C=C(\C#N)C(N)=O
  -6% | 1 | . | 128
C=CCc1c(C)nc(SCC(=C)C)[nH]c1=O
  -1% | -12 | 4% | -26
NC(=O)[C@@H]1CCCNc2c(I)cc([N+](=O)[O-])cc2C(=O)N[C@@H](CCC(=O)O)C(=O)N[C@@H](CO)C(=O)N1
  -2% | . | . | 21
COC(=O)c1cc2sccc2n1Cc1nc(-c2ccc(Cl)cc2)oc1C
  3% | 5 | 13% | -1
Cc1ccc(S(=O)(=O)N2CCOCC2)cc1NC(=O)COC(=O)CSc1ccc(Br)cc1C
  -6% | 12 | -3% | 16
CC(C)Cn1c(N)c(C(=O)CSc2cc(Cl)ccc2Cl)c(=O)n(C)c1=O
  1% | . | . | -10
CCCCC(=O)Nc1ccc(C(=O)Nc2nnc(COC)s2)cc1
  0% | 0 | -2% | ?
O=C(CSc1nc2ccc(Nc3nc(N4CCOCC4)nc(N4CCOCC4)n3)cc2s1)N1CCOCC1
  -4% | . | . | -2
Cc1cc(C)nc(NC(=NCCc2c[nH]c3ccccc23)NC(=O)Nc2ccccc2)n1
  0% | . | . | -9
COC(=O)c1[nH]c2ccc(C)cc2c1NC(=O)CN1CCN(c2ccccc2)CC1
  -1% | 18 | 10% | -22
COC(=O)CNC(c1ccccc1Cl)c1cc(Br)ccc1NS(=O)(=O)c1ccc(C)cc1 (configuration not stated)
  -3% | . | . | 51
CC(C)[C@H](NC(=O)c1ccccc1)C(=O)OCC(=O)/C=C1/N(C)c2ccccc2C1(C)C
  1% | . | . | -19
COc1cccc(-c2nc(CS(=O)CC(=O)NCc3ccccc3Cl)c(C)o2)c1 (configuration not stated)
  -17% | 3 | 0% | 6
Clc1ccc(Cc2nn3c(Cn4nnc5ccccc54)nnc3s2)cc1
  -3% | 1 | -20% | ?
Cc1ccc(NC(=O)C2C3/C=C\CCCCC32)cc1 (configuration not stated)
  -4% | -3 | . | -81*
Cc1ccccc1OCCCCCn1ccnc1
  13% | 4 | 34%[activator] | 6
COc1ccc(NC(=O)N2CCCC2C(=O)NCc2ccc(F)cc2)cc1 (configuration not stated)
  4% | 1 | . | 28
NCCSCc1ccccc1Cl
  -2%[11.4 µM] | . | -16%[11.4 µM] | .
COc1cc2[nH]c(=S)n(Cc3ccc(C)o3)c(=O)c2cc1OC
  -6% | -17 | -26% | 6
CCCCCc1ccc(-c2ccc(/C=C/C(=O)O)cc2)nc1
  -1% | . | . | -2
CC1=CC(C)(C)N(C(=O)CSc2nnc(N)s2)c2ccccc21
  -2% | . | . | -12
COc1ccc(S(=O)(=O)N2CCCC(C(=O)Nc3ccc4c(c3)OCCO4)C2)cc1 (configuration not stated)
  -2% | 10 | . | 244
N=C(N)SCCc1ccccn1
  6%&-3%[11.4 µM] | . | -8%&-3%[11.4 µM] | .
COC(=O)c1sccc1-c1ccc(C(=O)Nc2cccnc2)o1
  7% | -1 | . | 25
O=C(Oc1ccc(=O)n(-c2ccccc2)n1)c1ccccc1
  -1% | -1 | -6% | 15
O=C1CCC/C1=C/Nc1ccc2c(c1)OCO2
  -6% | 28 | -20% | ?
O=C(COCCOCC(=O)N(c1ccccn1)C1CCCCC1)N(c1ccccn1)C1CCCCC1
  14% | -1 | . | -100*
O=C(Nc1nnc(CCS(=O)(=O)c2ccc(Br)cc2)s1)c1ccc([N+](=O)[O-])cc1
  3% | 9 | -2% | -12
Cc1cc(C)c(NC(=O)C2C3/C=C\CCCCC32)c(C)c1 (configuration not stated)
  8% | 3 | -5% | -15
O=C1Nc2ccccc2C1(c1ccccc1)c1ccccc1
  -9% | 6 | -14% | 3
Cc1ccc(SCC(=O)NC(=O)Nc2ccc3c(c2)OCCO3)c(C)c1
  -1% | 0 | . | ?
CCOC(=O)Cn1c(=N)n(CCOc2ccc3ccccc3c2)c2ccccc21
  6% | -1 | 32%[activator] | ?
Cn1sc(NC(=O)c2cccc(Cl)c2)nc1=O
  -3% | 0 | -9% | 23
CCCc1nc2ccccc2c(=O)n1NC(=O)c1c(O)c2ccccc2[nH]c1=O
  -3% | 1 | 7% | 19
COc1ccc(C2SCCN2C(=S)Nc2cccc(Cl)c2)cc1 (configuration not stated)
  ? | . | . | -102*
COc1ccc(C(CCNCc2ccc(F)cc2)c2ccc(F)cc2)cc1 (configuration not stated)
  -5% | . | . | 38
Cc1cc(O)cc(O[C@H]2OC(CO)[C@H](O)[C@@H](O)[C@H]2O)c1 (some centres not stated)
  1% | . | . | ?
C[C@H](C(=O)O)c1cccc(C(=O)c2ccccc2)c1
  -2% | -2 | -4% | .
COc1cc(NC(=S)NC(=O)c2ccccc2F)ccc1NC(=O)c1ccco1
  -2% | . | . | 18
CC(=O)OCC(=O)[C@]12OC(C)(C)O[C@@H]1C[C@H]1[C@H]3CC=C4C[C@@H](O)CC[C@]4(C)[C@H]3CC[C@]12C
  -1%[11.4 µM] | . | -3%[11.4 µM] | .
Cc1ccc(S(=O)(=O)N2CN(Cc3ccco3)c3nc4ccccc4nc32)cc1
  -18% | -19 | -18% | 13
Cn1c(=O)c(CCc2ccccc2)nc2cnc(N3CCNCC3)nc21
  7% | . | 5% | .
CCOC(=O)N1CCN(C(=O)c2ccc(C#CC3(O)CCCCC3)cc2)CC1
  1% | 5 | -2% | ?
O=C(Nc1ccccc1)Nc1nnc(-c2cccs2)s1
  0% | . | . | 43
COC(=O)c1ccccc1NC(=O)c1cn(-c2ccc(C)c(C)c2)c(=O)c2ccccc12
  0% | . | . | 23
COc1cc(NC(=O)c2cccs2)c(OC)cc1NC(=O)c1ccco1
  1% | . | . | -114*
Cc1cc(NC(=O)CSc2ccc3nnc(-c4cccnc4)n3n2)no1
  -4% | -5 | 0% | 16
CCCCSc1nc(O)c(Cc2ccccc2)c(=O)[nH]1
  -1% | 8 | ? | 21
O=C(COC(=O)c1ccc(CNS(=O)(=O)c2ccc(F)c(Cl)c2)cc1)NC1CCCCCCC1
  -3% | 7 | . | 1
CC(=O)Nc1ccccc1C(=O)C(=O)Nc1cccc(C(=O)NC2CC2)c1
  1% | . | . | ?
Cc1cccc(C(C)C)c1NC(=O)CN(C)Cc1cccc(F)c1
  -3% | . | . | -14
CCOC(=O)c1[nH]c(C(=O)O)c(CCC(=O)OC)c1C
  -4% | 5 | 0% | 29
CCCc1nnc(NC(=O)c2cccs2)s1
  1% | 0 | ? | 1
O=P(OC1CCS(=O)(=O)C1)(c1ccccc1)c1ccccc1 (configuration not stated)
  -2% | -4 | 1% | 13
CCn1c(SCC(=O)c2ccc(Cl)cc2)nnc1-c1cccs1
  -9% | -2 | 1% | -11
COc1ccc(C(C)=O)cc1COC(=O)CNC(=O)c1ccccc1F
  3% | -6 | . | ?
O=C(Nc1ncc(Br)s1)C(Cc1ccccc1)n1cccc1 (configuration not stated)
  -22% | 8 | 15% | -28
Cc1ccc(C2=Nc3ccccc3N(C(=O)c3ccccc3)C(C)C2)cc1 (configuration not stated)
  -4% | . | . | 51
O=C(/C=C/c1cccc([N+](=O)[O-])c1)NCC1CCCO1 (configuration not stated)
  11% | -16[1.84 µM] | -15%[11.4 µM] | 6
N/C(=N\OC(=O)N1CCOCC1)c1ccc(Cl)cc1
  3% | -5 | . | -13

The listing continues:
Values run as follows: ALOX12 inhib | IMPase inh | ALOX15B inhib | PNC inhibitor
Clc1ccc(OCc2nnc(-c3ccccc3Br)o2)cc1
  -13% | -1 | -7% | 1
Cc1ncc2c(c1O)COP(=O)(O)OC2
  -2% | 1 | 16% | .
O=C(O)CCc1ccc(-c2ccc(Br)cc2)n1Cc1ccco1
  -20% | -1 | -9% | 3
Cc1ccc2cccc(Oc3nnnn3-c3ccccc3)c2n1
  -1% | -6 | -3% | 16
O=C(Nc1nccc(-c2cccs2)n1)c1cccs1
  0% | -3 | -8% | ?
O=C(CCN1C(=O)COc2ccccc21)NCCCN1CCN(c2ccccc2F)CC1
  -6% | -3 | 9% | 27
Cc1ncc([N+](=O)[O-])n1CC(=O)NC1CCCCC1
  -3% | . | . | -14
Cc1c(C(=O)Nc2ccccc2)oc2c1C(=O)CC(C)(C)C2
  0% | 7 | 0% | ?
COc1ccc(-c2nc3cnc(OC)nc3n(Cc3cccs3)c2=O)cc1
  -1% | . | 2% | .
Cc1ccc(S(=O)(=O)N(C(=O)c2ccncc2)c2ccc3oc4c(c3c2)CCCC4)cc1[N+](=O)[O-]
  2% | . | . | -2
O=C(Nc1cccc(F)c1)N1CCC2(CC1)CCN(C(=O)c1cc(C(F)(F)F)cc(C(F)(F)F)c1)CC2
  -2% | . | 7% | .
C/C(=C(\C#N)C(=O)NCCN1CCOCC1)N(C)C
  -3% | -1 | 0% | -14
C=CCNC(=O)CSc1nnc(-c2ccccc2Cl)n1-c1c(C)n(C)n(-c2ccccc2)c1=O
  3% | 1 | -1% | 3
c1ccc(-c2csc(Nc3ccc4c(c3)OCCO4)n2)cc1
  -10% | -9 | -5% | -5
CCOc1nc(NCCO)nc(Nc2ccc([N+](=O)[O-])cc2)n1
  -6% | -9 | . | -16
CCOc1ccc(N(CC(=O)NCc2ccco2)S(C)(=O)=O)cc1
  5% | 4 | 0% | 38
COc1ccc(C)cc1NC(=O)c1cc2c(CO)cnc(C)c2oc1=N
  2% | . | . | 36
COC(=O)c1ccc(-c2ccc(Cl)cc2)nc1C
  -21% | . | . | -4
CCCCn1c(SCC(=O)N2CCCC2)nc2c1c(=O)n(C)c(=O)n2C
  7% | 3 | 4% | 76
CCCCC(CC)C(=O)Nc1ccc(C#N)cc1 (configuration not stated)
  -1% | 9 | -3% | -15
CCCC(=O)Nc1cc(C)c(NC(=O)Cc2ccccc2)cn1
  -3% | ? | 6% | 9
CCc1ccc2c(O)c3c(cc2c1C(=O)OC)C(=O)c1c(O)ccc(O)c1C3=O
  -6% | . | 10% | .
CCOC(=O)c1c(C)oc2c1c(C=NCc1ccccn1)c(O)c1ccccc12
  2% | 14 | 7%[2.29 µM] | -19
COC(=O)c1[nH]c2ccccc2c1NC(=O)CN1CC(C)OC(C)C1 (configuration not stated)
  -1% | -11 | 4% | -27
O=C(/C=C/c1ccccc1Cl)Nc1cccc(S(=O)(=O)NC2=NCCCCC2)c1
  -3% | . | . | 8
CC(=O)NC(CCS(C)(=O)=O)C(=O)Nc1cccc(C(C)=O)c1 (configuration not stated)
  -2% | 1 | 5% | -5
Cc1cccc(CN2CCN(CC(=O)NCc3cccs3)C2=O)c1
  4% | 2 | 8% | ?
CCc1nnc(NC(=O)c2nc3nc(C)cc(C)n3n2)s1
  6% | 2 | -7% | ?
Oc1c(CN2CCOCC2)cc(COCc2ccccc2)c2cccnc12
  -18% | 9 | . | ?
CCOc1cc(-c2cc(-c3ccc(N)cc3)nc(N)c2C#N)ccc1O
  -10% | -24 | -23% | 66
Cc1onc(-c2ccccc2Cl)c1C(=O)NCC1CCCO1 (configuration not stated)
  1% | -2 | 1% | 13

The list is partial. The share of hits here may be higher or lower than overall.
